Source: PubChem BioAssay (National Center for Advancing Translational Sciences (NCATS))
ATXN2 expr inh: Primary qHTS for Inhibitors of ATXN expression. HEK-293 ATXN2-luciferase reporter, luminescence, 24 h. Potency, µM (top dose mostly 57 µM), inactives show top-dose activity change, negative = inhibition, usual class: inhibitors. actives 0.72% (n = 360,000). AID 1745845, 2022; note: potency is the fitted concentration of half-maximal effect; % is set by controls: 0 for no effect and ±100 for the full control effect; nearly all actives have a fitted effect of over 55% in size
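ATXN2-luciferase reporter cells (luciferase flanked by upstream and downstream ATXN2 gene portions) were treated 24 h at 37 °C with compounds at up to 57 uM. SteadyGlo luminescence gave expression; GF-AFC fluorescence gave viability.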
HT1080NT lethal: qHTS for induction of synthetic lethality in tumor cells producing 2HG: qHTS for the HT-1080-NT fibrosarcoma cell line; actives 1.6% (n = 360,000); HT-1080-NT fibrosarcoma viability, CellTiter-Glo ATP luminescence, 48 h; Potency, µM (top dose mostly 46.1 µM), for the others: at the highest dose activity, negative = less viability, usual class: cytotoxic;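 note: NT is the 2HG producing partner of a matched IDH1 knockdown line; potency is the fitted concentration of half-maximal effect; 0% = DMSO-treated cells and -100% = media-only wells without cells; nearly all actives have a fitted effect of over 55% in size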
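Compounds were tested in concentration-response format on HT-1080-NT cells for 48 hours at 37 degrees C. Cell viability came from CellTiter-Glo luminescence; curves were classified by r2, response magnitude and activity.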
MCF10A rerep: A quantitative high throughput screen for small molecules that induce DNA re-replication in MCF 10a normal breast cells; MCF 10A DNA re-replication, Hoechst nuclear intensity, 48 h; Potency, µM (doses to about 46.1 µM), inactives show at the top dose activity, positive = re-replication, most hits filed as activators; actives 2.9% (n = 350,000); AID 624296, 2012; note: potency is the fitted concentration of half-maximal effect; % of control where 0% means no effect; nearly all actives have a fitted effect of over 50% in size
KB-3-1 tox: qHTS assay for MDR1-selective chemotherapeutics: Primary screen using the parental adenocarcinoma cell KB-3-1 | KB-3-1 viability, CellTiter-Glo ATP luminescence, 72 h | Potency, µM (doses to about 46.1 µM), without a hit: at the highest dose activity change, negative = cytotoxic, actives largely listed as cytotoxic | actives 1.4% (n = 400,000); note: potency is the fitted concentration of half-maximal effect; % is set by controls: 0 for no effect and ±100 for the full control effect; nearly all actives have a fitted effect of over 60% in size
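Cells are dispensed, compounds pinned in, plates held at 37 °C for 72 h, then CellTiter-Glo is added and luminescence read after 10 minutes. Cell line: parental KB-3-1 in phenol-red-free DMEM, 10% FBS.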
HT1080 IDH1KD tx: qHTS for induction of synthetic lethality in tumor cells producing 2HG: qHTS for the HT-1080-IDH1KD cell line; HT-1080 IDH1 knockdown viability, ATP luminescence, 48 h; Potency, µM (top dose mostly 46.1 µM), inactives show top-dose activity, negative = toxicity, usual class: cytotoxic; actives 2% (n = 360,000);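 note: potency is the fitted concentration of half-maximal effect; 0% = DMSO wells and -100% = cell-free medium wells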
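HT-1080-IDH1KD cells (IDH1 knocked down), 750/well in RPMI with 5% FBS, treated with compound 48 h at 37 degrees C. Viability by CellTiter-Glo luminescence, normalised to DMSO and no-cell wells; concentration-response curves classed.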
HepG2 tox: qHTS for Inhibitors of TGF-b: Cytotox Counterscreen; actives 0.76% (n = 410,000); AID 588856, 2011; Potency, µM (series often up to 46.1 µM), for inactives: top-dose activity change, negative = cytotoxicity, hits mostly cytotoxic; HepG2 CAGA-GFP viability, ATP luminescence, 18 h; note: potency is the fitted concentration of half-maximal effect; some results filed as inactive show a strong effect at the top dose
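CellTiter-Glo luminescence gave cytotoxicity after 18 hours at 37 degrees C. The cells were HepG2 CAGA-GFP in 1% FBS DMEM, stimulated with 500 pg/mL TGF-beta after compound addition. %Activity was normalised to no-cell wells (complete cell-killing) and DMSO (no toxicity), and curves were fitted and classified.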
S2 tox: Viability Counterscreen for Primary qHTS for Inhibitors of ATXN expression; Potency, µM (doses to about 56.7 µM), hits mostly cytotoxic; S2 cells (HEK-293 line with an ATXN2-luciferase reporter) viability, CellTiter-Fluor protease fluorescence, 24 h; actives 0.49% (n = 400,000); AID 651635, 2014; note: potency is the fitted concentration of half-maximal effect; nearly all actives have a fitted effect of over 40% in size
SW480 rereplic: A quantitative high throughput screen for small molecules that induce DNA re-replication in SW480 colon adenocarcinoma cells. SW480 DNA re-replication, Hoechst DNA content imaging, 48 h. actives 1.8% (n = 340,000). Potency, µM (titrated, usually from 46.1 µM), for the others: at the highest dose re-replication activation, hits mostly activators; note: potency is the fitted concentration of half-maximal effect; % of control where 0% means no effect; nearly all actives have a fitted effect of over 55% in size
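Image-based read-out: total Hoechst fluorescence of nuclei (405 nm excitation, 500-530 nm emission), with hits raising the fraction of high-intensity nuclei. SW480 colon cells incubated 48 hr with compounds at 37 C.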
IL1B secr inh: qHTS for Inhibitors of Inflammasome Signaling: IL-1-beta AlphaLISA Primary Screen | THP-1 LPS/ATP IL-1B secretion, AlphaLISA, 16 h; stronger effect = lower value | activity change, % at 57.5 µM | actives 4.7% (n = 360,000) | AID 743279, 2014; in the data active = activity change below about -50%; inconclusive = mostly about -30% to -49%; note: % is set by controls: 0 for no effect and ±100 for the full control effect
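Secreted IL-1B measured by AlphaLISA bead assay after 16 h compound exposure of THP-1 cells; compounds (final up to 57.5 uM) added 1 h before LPS (250 ng/mL) and ATP (1.25 mM) stimulation; lower signal means less secretion.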
Numbers without * were called inactive; i = inactive; u = inconclusive; x = not tested or not shown; [ ] = another dose, or the depositor's remark. Unless noted, calls come from the whole dose curve; as a rule, active = well fitted curve in the direction sought with a large enough effect; inconclusive = small, poorly fitted or top-dose-only effect, or another doubt; inactive = no such curve, though single readings can be large; an effect the other way counts as inactive or inconclusive. Rows were taken by chance, and some 8.9% of all compounds hit somewhere here.

Order of results: ATXN2 expr inh	HT1080NT lethal	MCF10A rerep	KB-3-1 tox	HT1080 IDH1KD tx	HepG2 tox	S2 tox	SW480 rereplic	IL1B secr inh
1) CCOC(=O)c1cc(C(=O)Nc2sc3c(c2C#N)CCCC3)nn1C
    0%	16%	1%	-4%	7%	1%	i	-5%	-6
2) Cc1cccc(N2CC(C(=O)NCC3COc4ccccc4O3)CC2=O)c1C (configuration not stated)
    2%	11%	3%	-2%	8%	-7%	i	9%	-16
3) CC(C)CN1CCCC(N2CCN(c3cccc(Cl)c3)CC2)C1 (configuration not stated)
    -5%	14%	u	-4%	1%	-13%	i	-3%	-7
4) O=C(NCC(=O)N(c1cccnc1)C(C(=O)NC1CCCC1)c1ccco1)c1cccs1 (configuration not stated)
    2%	10%	-5%	0%	12%	-1%	i	3%	-19
5) CCOC(=O)c1ccc(S(=O)(=O)N2CC(=O)Nc3ccccc32)cc1
    -2%	-21%	u	-11%	-20%	-10%	i	15µM*	17
6) COc1ccc(CCNC(=O)c2ccc(=O)[nH]c2)cc1
    9%	11%	1%	21%	-2%	-2%	i	-17%	16
7) COc1ccccc1NC(=S)NC(=O)C(C)(C)C
    37%	u	-7%	-1%	u	-1%	i	16%	12
8) CC(C)(C)C1CCc2c(sc(NC(=O)c3ccncc3)c2C(N)=O)C1 (configuration not stated)
    -34%	0%	13%	-1%	0%	-22%	u	-2%	-17
9) COC(=O)C(C)(C)ONC(=O)Nc1ccc(C)cc1
    26%	1%	0%	1%	-5%	-10%	i	0%	39
10) Cc1nnn(C23CC4CC(CC(CC(=O)Nc5ccc(C)c(Cl)c5)(C4)C2)C3)n1
    -1%	-4%	15%	-6%	-13%	-4%	i	-1%	-5
11) Cc1cc(C)c2c(=O)[nH]n(C(C)C)c2n1
    1%	-1%	7%	0%	-1%	-26%	i	-3%	7
12) CC(NC(=O)Cn1cc(Br)c([N+](=O)[O-])n1)c1ccccc1 (configuration not stated)
    13%	3%	-2%	7%	-17%	18%	i	0%	1
13) Cc1noc(C)c1NC(=O)N(C)C[C@H]1Oc2c(NC(=O)Nc3ccc(C(F)(F)F)cc3)cccc2C(=O)N([C@H](C)CO)C[C@@H]1C
    6%	0%	-1%	1%	-3%	-4%	i	-14%[9.22 µM]	0
14) COc1cc(/C=N/Nc2ccccc2)ccc1O
    5%	u	u	-1%	21µM*	-6%	i	24%	21
15) Cc1onc(-c2c(Cl)cccc2Cl)c1C(=O)N1CCCc2ccccc21
    -15%	-26%	-4%	-3%	-23%	-35%	i	3%	7
16) O=C(Nc1cccc(C(F)(F)F)c1)C1Cc2c(-c3ccccc3)ccnc2O1 (configuration not stated)
    u	u	x	0%	23µM*	-28%	i	x	-3
17) S=c1[nH]nc(COc2ccc(Cl)cc2)n1-c1ccccc1
    -6%	12%	0%	1%	25%	-12%	u	-3%	31
18) CCOC(=O)C(Cc1ccc(Cl)cc1Cl)c1ccno1 (configuration not stated)
    -12%[11.3 µM]	-1%	0%	0%	-1%	5%	i	-5%	-2
19) O=C(c1cccc(F)c1)N1CCN(c2cc(N3CCCCC3)c(F)cc2[N+](=O)[O-])CC1
    -9%	0%[9.24 µM]	u	u	2%	-28%	i	-2%	-74*
20) CCC(C)(C)NCC(=O)Nc1ccc(OC(F)(F)F)cc1
    0%	0%	0%	8%	2%	-26%	i	2%	u
21) Cc1ccc(C2c3c(oc4ccccc4c3=O)C(=O)N2c2nncs2)cc1 (configuration not stated)
    1%	27%	-3%	6%	u	1%	i	-2%	17
22) CN(C(=O)c1ccc(NC(=O)Cc2ccc(NC(=O)C3CCCN(C(=O)C4CCCC4)C3)cc2)cc1)C1CCCC1 (configuration not stated)
    -4%	-1%	4%	0%	0%	-2%	i	-8%	13
23) CCSC1=NCCN1C(=O)Cc1ccc(-c2ccccc2)cc1
    3%	-16%	6%	7%	2%	1%	i	-3%	-2
24) CCc1ccc(/C=C2\SC(N3CCOCC3)=NC2=O)cc1
    11%	-2%	1%	7%	0%	-14%	i	-8%	-62*
25) COc1cccc2cc(-c3csc(CCn4nc(C)cc4C)n3)c(=O)oc12
    20%	-7%	u	-13%	-12%	2%	i	1%	-5
26) COc1ccc(-n2c(CCC(=O)O)ccc2-c2ccc(F)cc2)c(OC)c1
    7%	1%	0%	10%	5%	4%	i	-6%	13
27) CCOc1ccc(/C=C(\C#N)C(=O)Nc2sc3c(c2C(=O)OC)C(C(=O)OC)CC3)cc1OC (configuration not stated)
    10%	x	x	1%	x	-6%	i	x	x
28) NS(=O)(=O)c1ccc(NC(=O)CSc2nnc(Cc3cccs3)n2-c2ccccc2)cc1
    -3%	-4%	4%	-10%	-5%	-4%	i	5%	-3
29) CCCN(CC1CC1)c1cc2c(c3c1ccn3C)C1CCC2O1 (configuration not stated)
    -7%	-12%	x	0%	-2%	-20%	i	x	-4
30) CC(C)CCn1c(O)c(N=NC(=O)c2ccco2)c2ccccc21
    10%	16%	15%	17%	7%	-3%	i	-5%	-7
31) Cc1ccc(NC(=O)CN(C)Cc2cc(=O)n3ccsc3n2)cc1
    25%	-2%	0%	-10%	-3%	8%	i	-9%	8
32) COc1ccc(NC(=O)/C=C/c2ccccc2)c([N+](=O)[O-])c1
    19%	2%	u	0%	0%	2%	u	u	-8
33) Cc1cccc(NCc2nnc3n2CCCCC3)c1C
    17%	x	x	22%	x	5%	i	x	x
34) CCN(CC)N=Nc1ccc(S(=O)(=O)Nc2c(C)n(C)n(-c3ccccc3)c2=O)cc1
    -8%	12%	1%	12%	-4%	3%	i	-3%	0
35) COc1ccc(OCc2cn3c(C)cc(C)nc3n2)cc1
    17%	21%	-3%	14%	14%	0%	i	0%	-5
36) CCOc1ccc(C(=O)Nc2ccc3nc(SCC(=O)N4CCc5ccccc54)sc3c2)cc1
    1%	x	x	2%	x	-8%	i	x	x
37) COc1cc(SC)ccc1C(=O)N1CC(C)OC(C)C1 (configuration not stated)
    18%	11%	4%	11%	8%	-57%	u	-96%[inhibitor]	7
38) CCOC(=O)c1c(C)[nH]c(C)c1S(=O)(=O)NCC(=O)N1CCN(c2cccc(C)c2)C(C)C1 (configuration not stated)
    -14%	x	x	-3%	x	-15%	i	x	x
39) COCCN(Cc1cc2cc(C)ccc2nc1Cl)C(=O)Nc1ccccc1OC
    x	9%	-3%	-20%	10%	-1%	i	1%	-5
40) Cc1nn(-c2ccccc2)c(C)c1/C=C1\C(=O)N(C)C(=S)N1C
    6%	-19%	1%	5%	-21%	-16%	i	0%	4
41) Cc1ccc(S(=O)(=O)N2CCC(C(=O)NCCCN3CCCC3=O)CC2)cc1
    5%	0%	1%	-9%	4%	-1%	i	1%	17
42) CC1(C)Oc2ccc(NC(=O)c3ccco3)cc2O1
    0%	-10%	-1%	1%	-8%	-30%	i	2%	-4
43) CCOc1ccc(Oc2ccc(S(=O)(=O)N3CCOCC3)cc2N)cc1
    -8%	-17%	13%	1%	-10%	-25%	u	-10%	-3
44) COc1ccc2c(CC(=O)N3CCN(S(=O)(=O)c4cccs4)CC3)coc2c1
    -9%	-2%	9%	-2%	-2%	-23%	i	u	11
45) Cc1n[nH]c(C)c1CCN(C)Cc1cn(C)nc1-c1ccccc1F
    u	0%	0%	-7%	-2%	-8%	u	-6%	-3
46) Cc1ccc(Cl)cc1N1CCN(C(=O)CN(c2ccccc2)S(=O)(=O)N(C)C)CC1
    -35%	-3%	21%	-3%	-15%	-18%	i	8%	-81*
47) COc1cccc(/C=C2/SC(=O)N(CC(=O)N3CCc4ccccc4C3)C2=O)c1OCC(=O)O
    -3%	6%	-2%	41%	2%	5%	i	-9%	25
48) COc1cccc(S(=O)(=O)NCc2ccc(C(=O)Nc3ccc(C)cc3)cc2)c1
    -21%	-4%	4%	-14%	-19%	1%	u	1%	0
49) Cc1nc2ccccc2n1CCC(=O)Nc1cccc(F)c1
    20%	-4%	-5%	-8%	-4%	-2%	i	3%	8
50) COc1ccccc1C1CCN(C(=O)c2ccco2)CC1
    -8%	-3%	-4%	-3%	1%	-2%	i	u	x
51) C[C@H](CO)N1C[C@H](C)[C@@H](CN(C)S(=O)(=O)c2cn(C)cn2)Oc2ccc(NC(=O)C3CCCCC3)cc2C1=O
    -1%	5%	-2%	13%	5%	3%	i	u	11
52) O=C(NNc1nc(-c2ccccc2)cs1)c1ccccc1
    -32%	-11%	u	u	-27%	-30%	i	21%	-14
53) O=C(Nc1nnc(COc2ccccc2)s1)Nc1ccccc1F
    2%	7%	1%	17%	-1%	7%	i	-9%	40
54) CCOC(=O)CCCNC(=O)CSc1nnc(-c2ccccc2)c(-c2ccccc2)n1
    -7%	-1%	-15%	2%	5%	2%	i	-9%	2
55) CCn1c(C)nc2cc(S(=O)(=O)C(F)(F)C(F)C(F)(F)F)ccc21 (configuration not stated)
    -8%	-29%	0%	u	-11%	-32%	i	-7%	1
56) CNC(=O)c1ccc(Oc2ccc(C(=O)NC)cc2)cc1
    2%	-3%	-7%	0%	-2%	-30%	i	-14%	15
57) CC1CCCC(NC(=O)COC(=O)c2ccc(Br)o2)C1C (configuration not stated)
    x	-5%	20%	2%	5%	0%	i	2%	2
